# Shiga toxin inh = blocks Shiga toxin action in Vero cells; 290,000 tested, 9.2% active; Vero cells, Shiga toxin protein synthesis inhibition reporter; inhibition, % at 38.7 µM; AID 2315; in the data active means inhibition mostly above about 28%, no sharp cut-off; inactive means mostly below about 43%; further: 0% is about no effect
# LmPK inhibitor = LmPK (Leishmania mexicana) enzyme inhibition. AID 1721. Potency, µM (series often up to 57.5 µM), for the others: at the top dose activity change, negative = inhibition, most hits filed as inhibitors. purified LmPK, Kinase-Glo ATP luminescence, 1 h. 290,000 tested, 0.37% active; further: potency means the concentration at half of the fitted maximal effect; on the % scale 0 is the no-effect control and ±100 the full control effect
# Target sequence (Q27686 whole entry, looked up): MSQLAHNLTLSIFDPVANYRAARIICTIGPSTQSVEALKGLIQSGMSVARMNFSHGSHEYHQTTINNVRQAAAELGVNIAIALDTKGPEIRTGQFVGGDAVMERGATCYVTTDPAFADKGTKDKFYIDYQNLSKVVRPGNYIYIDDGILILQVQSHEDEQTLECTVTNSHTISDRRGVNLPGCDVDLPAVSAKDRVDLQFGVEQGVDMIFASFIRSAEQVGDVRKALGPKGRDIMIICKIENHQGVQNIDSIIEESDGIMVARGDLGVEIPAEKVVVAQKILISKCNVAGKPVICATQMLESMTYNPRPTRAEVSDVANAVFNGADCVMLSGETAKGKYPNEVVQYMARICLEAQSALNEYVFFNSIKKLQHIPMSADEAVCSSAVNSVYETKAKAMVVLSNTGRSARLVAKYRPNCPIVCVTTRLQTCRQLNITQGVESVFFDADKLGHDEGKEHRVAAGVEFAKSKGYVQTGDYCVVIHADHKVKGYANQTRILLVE
#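 Screened at intermediate enzyme activity to detect both inhibitors and activators: LmPK at 0.1 nM, with a 0.5 nM enzyme column as activation reference. PEP 0.5 mM, ADP 0.1 mM; ATP detected by luminescence after 1 h.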
# CHX counter = counter-screen for Shiga toxin inhibitors: cycloheximide protein synthesis inhibition; AID 2314; cell reporter, cycloheximide protein synthesis inhibition counterscreen; 300,000 tested, 12% active; max response, %; in the data active means max response mostly above about 13%, no sharp cut-off; inactive means mostly below about 14%; further: read at 38.3 µM for the half of the compounds with a filed dose; 0% is about no effect
# Pf growth 96h = P. falciparum growth inhibition at 96 hour, primary screen for plastid delayed-death inhibitors | Potency, µM (top dose mostly 28.7 µM), for inactives: at the highest dose activity change, negative = inhibition, hits mostly inhibitors | 320,000 tested, 6.9% active | P. falciparum luciferase reporter growth, 96 h; further: potency means the concentration at half of the fitted maximal effect; on the % scale 0 is the no-effect control and ±100 the full control effect
#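 Delayed-death screen, second-generation endpoint: infected erythrocytes, 2% hematocrit, 0.05% parasitemia final; 96 hours at 37 C, 5% CO2; luciferase detection reagent; luminescence decrease equals reduced growth.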
# Tb PYK inh = inhibitors of Trypanosoma brucei pyruvate kinase; Potency, µM (top dose mostly 76.8 µM), without a hit: at the top dose activity, negative = inhibition, actives largely listed as inhibitors; 410,000 tested, 0.12% active; Q57TT1; TbPYK enzyme, Kinase-Glo Plus ATP luminescence, 45 min; further: potency means the concentration at half of the fitted maximal effect; on the % scale 0 is the no-effect control and ±100 the full control effect; nearly all actives have a fitted effect of over 50% in size
#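 Glycolytic pyruvate kinase of T. brucei was incubated with substrate, test compound and 130 uM ADP for 45 minutes at room temperature. Luminescent Kinase-Glo Plus signal was measured after 10 minutes.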
# AmpC inh no detg = blocks E. coli AmpC beta-lactamase in detergent-free assay. P00811. AmpC nitrocefin hydrolysis, absorbance 480 nm, 0.0001% Triton. Potency, µM (doses to about 57.1 µM), inactives show at the highest dose activity change, negative = inhibition, actives largely listed as inhibitors. 330,000 tested, 0.52% active. AID 485341;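 further: potency means the concentration at half of the fitted maximal effect; plate controls were no compound for no effect and no enzyme for full effect; nearly all actives have a fitted effect of over 20% in size; some results filed as inactive show a strong effect at the top dose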
# Target sequence (P00811 whole entry, looked up): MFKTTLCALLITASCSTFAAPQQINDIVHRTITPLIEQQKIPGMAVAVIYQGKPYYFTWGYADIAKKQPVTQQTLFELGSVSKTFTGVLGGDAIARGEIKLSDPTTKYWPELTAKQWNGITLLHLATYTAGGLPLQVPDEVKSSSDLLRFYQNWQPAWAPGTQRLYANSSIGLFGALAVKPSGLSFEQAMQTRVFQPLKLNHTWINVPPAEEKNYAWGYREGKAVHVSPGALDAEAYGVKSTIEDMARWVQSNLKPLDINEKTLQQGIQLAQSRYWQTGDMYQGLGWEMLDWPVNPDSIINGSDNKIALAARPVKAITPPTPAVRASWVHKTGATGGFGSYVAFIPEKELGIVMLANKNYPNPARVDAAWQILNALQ
#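 20 mM phosphate pH 7.0 + 0.01% (detergent screen) or 0.0001% Triton X-100; 5.3 nM AmpC reagent; cpd preinc 15 min RT; nitrocefin (800 uM stock) to start; A480 q20 s × 4 min; Activity was normalised to no-enzyme and no-compound control wells.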
# Pf growth 48h = inhibits P. falciparum growth in the first generation, 48 h | 310,000 tested, 5.9% active | Potency, µM (series often up to 28.7 µM), for inactives: at the top dose activity change, negative = inhibition, usual class: inhibitors | P. falciparum luciferase growth in erythrocytes, 48 h; further: potency means the concentration at half of the fitted maximal effect; on the % scale 0 is the no-effect control and ±100 the full control effect
#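 A one-generation exposure of luciferase-tagged malaria parasites in RPMI 1640/Albumax erythrocyte culture, 37 C and 5% CO2. Inhibition is inferred from decreased luminescence after adding detection reagent.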
# Starred values were filed as active, the others as inactive; ? = inconclusive; · = not tested or not shown; [ ] = remark or other dose. Unless noted, the call rests on the fitted dose curve; in most records, active means well fitted curve in the direction sought with a large enough effect; inconclusive means small, poorly fitted or top-dose-only effect, or another doubt; inactive means no such curve, though single readings can be large; an effect the other way counts as inactive or inconclusive.
1) CC(C)C(C)NC(=O)COc1ccc(-c2ccccc2)cc1 (stereo not drawn)
2) Cc1ccc(NC(=O)CCN2CCN(C/C=C/c3ccccc3)CC2)cc1
3) CC(=O)NCCC(=O)N1CCc2c([nH]c3ccccc23)C1c1cccc(Cl)c1 (stereo not drawn)
4) CCN1CCN(c2ccc(NC(=O)c3cnccn3)cc2)CC1
5) O=C(NC(C(=O)c1ccccc1)N1CCCCC1)c1ccccc1 (stereo not drawn)
6) Clc1ccccc1-c1nc2ccccc2c2nc3ccccc3n12
7) Cc1ccc(NC(=O)CSc2ccc3nnc(CCNC(=O)c4ccccc4)n3n2)c(C)c1
8) Cn1c(-c2ccc3c(c2)OCO3)cnc1NCc1ccccc1
9) O=C(CCc1ccccc1)NC1C2CC3CC(C2)CC1C3 (stereo not drawn)
10) CC(C)N=C(N)/N=C(\N)Nc1ccc(Cl)cc1
Compound	1	2	3	4	5	6	7	8	9	10
LmPK inhibitor	-6.9%	3.0%	2.8%	1.3%	-5.6%	0.2%	-9.0%	-2.5%	-2.2%	·
Shiga toxin inh	22.0	-10.3	36.5	48.5*	72.0*	-2.2	-7.5	56.3	-4.7	·
Pf growth 96h	·	·	2.4%	-11.3%	7.7%	-4.9%	?	34.0%[activator]	25.5%	0.361µM*
Pf growth 48h	-3.1%	?	-12.1%	192.4%[activator]	39.9%[activator]	-56.3%	?	15.0%	?	2.87µM*
Tb PYK inh	-10.9%	-7.7%	-2.0%	·	2.6%	-4.7%	9.3%	28.8%	-10.2%	6.2%[33.2 µM]
CHX counter	-3.0	2.0	-1.6	26.0*	33.1*	3.5	-7.3	38.5*	-0.6	·
AmpC inh no detg	-7.6%	103.0%[activator]	108.8%[activator]	-17.2%	-16.0%	18.0%	16.4%	-18.0%	-8.8%	·

11) Cn1c(=S)[nH]c2c(c1=O)C(C)(C)Cc1ccccc1-2
12) CCc1ccccc1NC(=S)N(CCCN(C)C)Cc1cc2cc3c(cc2[nH]c1=O)OCO3
13) O=S(=O)([O-])C/C(=C\c1ccc(Cl)cc1)c1cc[n+](CCO)cc1
14) O=C(c1ccc(S(=O)(=O)N2CCCCCC2)cc1)N1CCCC(C(F)(F)F)C1 (stereo not drawn)
15) Cc1cnc(-c2nnc(N(C)C(=O)C3CCOC3)s2)cn1 (stereo not drawn)
16) COc1ccccc1OCCOC(=O)Nc1ccccc1
17) COc1ccc2cc(C(=O)NCCO)sc(=O)c2c1OC
18) O=c1[nH]cnc2cc(Cl)ccc12
19) COCCOC(=O)c1cc(C(=O)c2cc(F)ccc2O)coc1=N
20) COc1ccc2c(c1)C(C)CC(C)(C)N2C(=O)NC1CCCCC1 (stereo not drawn)
Compound	11	12	13	14	15	16	17	18	19	20
LmPK inhibitor	0.6%	0.1%	-4.2%	·	-10.7%	0.1%	-2.4%	-10.2%	-2.9%	-0.7%
Shiga toxin inh	-13.9	-15.0	-9.9	·	-16.9	26.2*	-6.1	-10.8	13.5	15.5
Pf growth 96h	3.29µM*	?	-9.5%	?	91.2%[activator]	8.28µM*	53.6%[activator]	?	-14.0%	21.4%
Pf growth 48h	47.8%[activator]	?	12.0%	-11.8%	46.2%[activator]	30.6%[activator]	6.7%	8.3%	?	44.7%[activator]
Tb PYK inh	?	3.3%	-5.2%	-1.6%	1.9%	-3.7%	1.8%	2.3%	-7.2%	-13.1%
CHX counter	-6.8	1.4	-3.6	·	16.0	12.8*	-3.5	-1.5	1.0	12.7
AmpC inh no detg	-21.8%	42.4%	-17.4%	-15.1%	-16.4%	-11.0%	-16.8%	10.4%	-19.9%	-8.4%

21) Cc1ccc(S(=O)(=O)N2CC=C(C(=O)NCCC(C)C)CC2)cc1
22) O=C1C(Cl)=C(NC(=O)c2ccccc2)C(=O)C(Cl)=C1NC(=O)c1ccccc1
23) COc1ccccc1-c1nc(SCC(=O)O)n[nH]1
24) COc1cc(NS(=O)(=O)c2ccc(N/C=C(\C=O)c3nc4ccccc4o3)cc2)nc(OC)n1
25) CCN(CC)C(=O)C1=C(C)Nc2ncnn2C1c1cccnc1 (stereo not drawn)
26) Cc1cnc(NC(=O)C(C)N2C(=O)C3CC=CCC3C2=O)s1 (stereo not drawn)
27) COc1ccc(CCn2c(=S)[nH]c3ccc(N4CCOCC4)cc3c2=O)cc1OC
28) Cc1cc(/C=C2/C(=N)N3C(=NC2=O)SN=C3S(C)(=O)=O)c(C)n1-c1ccccc1F
29) CCCn1c(C)nnc1SCC(=O)NC1CCCCC1
30) NS(=O)(=O)c1ccc(NCc2cc(Cl)ccc2OCc2ccc(F)cc2)cc1
Compound	21	22	23	24	25	26	27	28	29	30
LmPK inhibitor	1.9%	1.12µM*	-5.4%	7.6%	1.1%	-4.4%	4.5%	-1.9%	-7.8%	-2.6%
Shiga toxin inh	9.8	59.6	-3.0	-1.5	-5.8	-3.1	-7.1	60.7	-9.5	-3.5
Pf growth 96h	?	?	-19.9%	-5.0%	4.7%	?	?	?	18.5%	43.8%[activator]
Pf growth 48h	?	·	-6.5%	21.5%	7.5%	-0.9%	10.4µM*	83.3%[activator]	29.7%	-23.9%
Tb PYK inh	-0.7%	?	-7.5%	0.7%	1.4%	-3.3%	-5.4%	-0.7%	5.0%	4.5%
CHX counter	-0.4	17.7*	-2.7	1.3	-1.2	-2.7	-2.0	5.6	-2.4	-1.3
AmpC inh no detg	-2.8%	-53.0%	-6.7%	-27.3%	-15.7%	0.7%	-25.1%	-43.6%	-5.8%	-56.0%

31) C=CCOc1ccc(C2C(C#N)=C(N)N(Nc3ccccc3)C3=C2C(=O)CC(C)(C)C3)cc1OC (stereo not drawn)
32) O=[N+]([O-])c1ccc(SCCO)nc1SCCO
33) O=C(O)CN1C(=O)/C(=C\c2cccc(OCc3ccccc3)c2)SC1=S
34) COc1ccc(N(CC(=O)NCc2ccc(F)cc2)C(=O)c2snc(C(N)=O)c2N)cc1OC
35) N[C@@H](Cc1ccccc1)C(=O)N1C[C@H]2C[C@@H](C1)c1cccc(=O)n1C2
36) Cc1ccc(C)c(N2CCN(C(=O)CCS(=O)(=O)c3ccc4c(c3)NC(=O)C(C)S4)CC2)c1 (stereo not drawn)
37) Cc1nnc(SCc2cc(=O)[nH]c(/N=C(\N)Nc3ccccc3Sc3ccccc3)n2)s1
38) Cc1ccccc1N1CCN(C2CCCN(C(=O)COc3ccccc3)C2)CC1 (stereo not drawn)
39) CN(C(=O)COC(=O)c1nn(C)c(=O)c2ccccc12)c1c(N)n(Cc2ccccc2)c(=O)[nH]c1=O
40) CCNc1nc(CSc2ccccc2)nc2sc(C)c(C)c12
Compound	31	32	33	34	35	36	37	38	39	40
LmPK inhibitor	2.6%	4.5%	3.9%	1.8%	-3.8%	-1.0%	2.9%	3.3%	·	6.2%
Shiga toxin inh	3.9	-15.5	·	3.9	-4.3	-9.5	18.2	2.3	·	-8.0
Pf growth 96h	8.28µM*	-21.0%	14.7µM*	-1.3%	1.7%	-0.4%	31.5%[activator]	-6.3%	22.1%	?
Pf growth 48h	8.28µM*	?	14.2%	0.7%	2.7%	?	?	?	-11.5%	?
Tb PYK inh	0.6%	-2.8%	-7.6%	-1.0%	1.9%	0.0%	5.9%	4.3%	2.4%	-8.0%
CHX counter	4.8	-2.0	0.7	-3.1	0.6	-4.0	-2.6	0.7	·	-0.1
AmpC inh no detg	14.1%	-13.2%	-26.5%	9.4%	-3.4%	0.9%	70.6%[activator]	131.3%[activator]	-4.9%	-14.8%

# Three of the compounds above, as labelled records.
12	CCc1ccccc1NC(=S)N(CCCN(C)C)Cc1cc2cc3c(cc2[nH]c1=O)OCO3
  LmPK inhibitor: 0.1%	Shiga toxin inh: -15.0	Pf growth 96h: ?	Pf growth 48h: ?	Tb PYK inh: 3.3%	CHX counter: 1.4	AmpC inh no detg: 42.4%
13	O=S(=O)([O-])C/C(=C\c1ccc(Cl)cc1)c1cc[n+](CCO)cc1
  LmPK inhibitor: -4.2%	Shiga toxin inh: -9.9	Pf growth 96h: -9.5%	Pf growth 48h: 12.0%	Tb PYK inh: -5.2%	CHX counter: -3.6	AmpC inh no detg: -17.4%
14	O=C(c1ccc(S(=O)(=O)N2CCCCCC2)cc1)N1CCCC(C(F)(F)F)C1 (stereo not drawn)
  LmPK inhibitor: ·	Shiga toxin inh: ·	Pf growth 96h: ?	Pf growth 48h: -11.8%	Tb PYK inh: -1.6%	CHX counter: ·	AmpC inh no detg: -15.1%

# New compounds follow:
41) Cn1cc(C(=O)c2ccc(Cl)cc2)cc1-c1nc2ccccc2n1C
42) Cc1ccc(N2C(=O)CC(N3CCN(c4ccccn4)CC3)C2=O)cc1 (stereo not drawn)
43) COc1ccc(C(OC(=O)c2ccco2)C(=O)NCc2ccc(C)cc2)cc1 (stereo not drawn)
44) CC1CCN(S(=O)(=O)c2ccc(NC(=O)C3CCN(C(=O)c4ccco4)CC3)cc2)CC1
45) O=C(Nn1cnnc1)c1cc(-c2cccc(Br)c2)nc2ccccc12
46) O=C(CCC(=O)c1ccc(Br)cc1)Nc1cccc(C(F)(F)F)c1
47) COc1cccc2[nH]c3c(Cl)ncnc3c12
48) Cn1c(=O)c2c(nc(Cl)n2Cc2ccc(Cl)c(Cl)c2)n(C)c1=O
49) COc1cccc(CNC(=O)C(C)n2ccc3cc(S(=O)(=O)N4CCCC4)ccc32)c1 (stereo not drawn)
50) COc1ccc(-c2cc(C(=O)N/N=C/c3ccc4c(c3)OCO4)c3ccccc3n2)c(OC)c1
Compound	41	42	43	44	45	46	47	48	49	50
LmPK inhibitor	2.1%	-1.9%	4.2%	-0.1%	-8.8%	0.1%	-0.4%	2.5%	5.2%	6.3%
Shiga toxin inh	-8.3	-5.5	-5.2	46.9	16.6	-8.2	18.6	-19.2	-7.4	-11.5
Pf growth 96h	·	43.9%[activator]	-9.5%	-1.3%	101.4%[activator]	67.0%[activator]	-1.1%	0.0%	?	?
Pf growth 48h	?	4.7%	12.7%	?	86.7%[activator]	2.9%	7.5%	0.0%	?	?
Tb PYK inh	7.3%	-12.6%	-8.5%	19.6%	0.7%	-1.3%	3.7%	6.8%	0.7%	0.0%
CHX counter	-5.9	-3.8	-2.4	7.7	9.7	-2.6	-3.0	1.0	9.4	1.4
AmpC inh no detg	-10.9%	23.1%	-28.7%	64.2%[activator]	-18.1%	-26.9%	-31.5%	-13.8%	-27.0%	13.9%

51) CC(=O)OCC(=O)[C@@]1(O)[C@H](C)C[C@@H]2[C@H]3CCC4=CC(=O)C=C[C@]4(C)[C@]3(F)[C@@H](O)C[C@@]21C
52) Cc1cc(NC(=O)Cn2cnc3sc(C)c(-c4ccccc4)c3c2=O)no1
53) C/C(=N\NC(=O)c1cccnc1)c1cc2ccccc2o1
54) CN1CCN(c2ccc(NC(=O)c3sc4ccccc4c3Cl)cc2)CC1
Compound	51	52	53	54
LmPK inhibitor	·	2.3%	-6.5%	11.3%
Shiga toxin inh	·	-3.8	20.5	81.7*
Pf growth 96h	-21.6%[12.8 µM]	?	?	21.6%
Pf growth 48h	-3.1%[12.8 µM]	?	7.3%	137.8%[activator]
Tb PYK inh	0.4%[33.2 µM]	-1.7%	0.2%	3.2%
CHX counter	·	-1.2	10.3	42.7*
AmpC inh no detg	·	-36.0%	-14.7%	11.1%
